hIAP act – human IAP activation. purified human IAP, CDP-Star luminescence, 30 min; stronger effect = higher value; 1 = vehicle-only enzyme, 0 = enzyme-free background. activation factor at 10 µM. actives 0.16% (n = 330,000);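 active means activation factor of the enzyme at least 2-fold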; further: the source names both 10 and 20 µM as test concentration; values of inactives mirror those of a sister screen read the other way
mIAP block – mouse IAP inhibition | inhibition, % at 10 µM | purified mouse IAP, CDP-Star luminescence, 30 min | AID 2806 | actives 0.2% (n = 330,000);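 active means inhibition of at least 40% at 10 µM in the primary screen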;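 further: plate controls were DMSO with enzyme for no effect and no enzyme wells for full effect; values of inactives mirror those of a sister screen read the other way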
hIAP inh – blocks human intestinal alkaline phosphatase; actives 0.12% (n = 330,000); inhibition, % at 10 µM; purified IAP, CDP-Star luminescence, 30 min; P09923;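 active means inhibition reaching a set limit with compound at 10 µM in the primary screen, cut at about 35% in these data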;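 further: plate controls were DMSO wells with enzyme for no effect and no-enzyme buffer wells for full effect; values of inactives mirror those of a sister screen read the other way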
PfGluPho inh – PfG6PD (Plasmodium falciparum) enzyme inhibition. actives 0.78% (n = 350,000). PfGluPho enzyme, NADPH resazurin-diaphorase fluorescence. inhibition, % at 20 µM;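 active means inhibition reaching at least a set limit at 20 µM in the primary screen, cut at about 59% in these data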;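 further: 0% = DMSO wells with substrate and 100% = DMSO wells lacking glucose-6-phosphate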
mIAP act – increases mouse intestinal alkaline phosphatase activity | activation factor at 10 µM | AID 2805 | muIAP, CDP-Star luminescence, 30 min; stronger effect = higher value; 1 = vehicle-only enzyme signal, 0 = enzyme-free wells | actives 0.24% (n = 330,000);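 active means activation factor of at least 2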; further: the source names both 10 and 20 µM as test concentration; values of inactives mirror those of a sister screen read the other way
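System: Mouse IAP enzyme | Also added: CDP-Star substrate | Dosing: Compounds dispensed in DMSO | Schedule: 30 min enzyme-substrate-compound incubation at room temperature | Technique: Chemiluminescence readout | Control set: DMSO-only wells and no-enzyme negative control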
ATG4B inh – blocks human ATG4B protease cleavage of LC3 substrate | Q9Y4P1 | ATG4B cleavage of LC3-PLA2, NBD-HPC fluorescence, 1 h | inhibition, % at 8.33 µM | actives 0.51% (n = 340,000) | AID 504462; in the data active means inhibition above about 40%
APOBEC3A inh – blocks human APOBEC3A ssDNA deamination; actives 0.41% (n = 330,000); recombinant A3A, FAM/TAMRA ssDNA deamination fluorescence; inhibition, % at 20 µM;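 active means at least 40% inhibition at 20 µM here, with at most 30% in a related deaminase screen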;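 further: plate controls were A3A with DMSO for no effect and wells lacking A3A enzyme for full effect; some results filed as inactive read as strong as hits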
Target sequence (P31941 whole entry, looked up): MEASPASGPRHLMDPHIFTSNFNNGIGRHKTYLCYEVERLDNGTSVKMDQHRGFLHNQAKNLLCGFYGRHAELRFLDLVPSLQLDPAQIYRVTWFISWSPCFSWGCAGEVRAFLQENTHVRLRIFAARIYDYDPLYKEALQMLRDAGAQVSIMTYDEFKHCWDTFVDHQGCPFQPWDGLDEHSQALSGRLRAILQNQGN
HKDC1 inh – inhibitors of human hexokinase HKDC1 | Q2TB90 | recombinant HKDC1, G6PDH/diaphorase resazurin coupled fluorescence | inhibition, % at 20 µM | actives 0.16% (n = 340,000) | AID 493160;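 active means inhibition above about 35% when tested at 20 µM, limit read from the data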;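 further: plate controls were DMSO wells with enzyme for no effect and DMSO wells lacking enzyme for full effect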
Target sequence (Q2TB90 whole entry, looked up): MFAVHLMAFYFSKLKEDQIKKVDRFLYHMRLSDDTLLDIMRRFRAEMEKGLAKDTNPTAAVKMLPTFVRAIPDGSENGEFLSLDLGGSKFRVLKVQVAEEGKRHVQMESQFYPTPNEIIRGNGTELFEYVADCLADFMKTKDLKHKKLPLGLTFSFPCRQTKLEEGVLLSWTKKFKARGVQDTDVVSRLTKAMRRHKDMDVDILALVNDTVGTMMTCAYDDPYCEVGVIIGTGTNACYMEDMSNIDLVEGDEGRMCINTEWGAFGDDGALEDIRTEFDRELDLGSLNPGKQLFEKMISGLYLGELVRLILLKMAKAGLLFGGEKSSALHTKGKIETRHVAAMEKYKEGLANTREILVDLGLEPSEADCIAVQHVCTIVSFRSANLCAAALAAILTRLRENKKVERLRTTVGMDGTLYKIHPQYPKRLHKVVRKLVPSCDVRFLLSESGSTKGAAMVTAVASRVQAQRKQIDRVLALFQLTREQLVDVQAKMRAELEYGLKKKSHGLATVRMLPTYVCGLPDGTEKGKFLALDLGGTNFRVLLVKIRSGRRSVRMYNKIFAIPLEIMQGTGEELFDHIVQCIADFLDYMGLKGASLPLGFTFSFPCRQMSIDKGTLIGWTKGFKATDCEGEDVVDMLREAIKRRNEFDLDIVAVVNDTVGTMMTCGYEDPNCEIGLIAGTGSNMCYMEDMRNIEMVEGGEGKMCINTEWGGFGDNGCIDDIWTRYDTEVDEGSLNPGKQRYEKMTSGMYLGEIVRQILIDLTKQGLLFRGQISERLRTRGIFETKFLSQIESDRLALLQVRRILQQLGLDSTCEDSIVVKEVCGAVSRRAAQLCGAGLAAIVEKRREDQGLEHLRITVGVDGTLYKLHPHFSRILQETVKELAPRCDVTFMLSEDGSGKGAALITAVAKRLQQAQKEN
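Test system: recombinant HKDC1 (HK5) hexokinase enzyme, produced in-house / Doses: 20 µM test compound, 1% DMSO / Timing: 90 min, room temperature / Detection: G6PDH/diaphorase-coupled fluorescence, 1 mM NADP, 100 µM resazurin, 525/613 nm / Control set: DMSO wells with and without enzyme mix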
* hit, by the source's call; · = not tested or not shown.

SMILES	hIAP act	mIAP block	hIAP inh	PfGluPho inh	mIAP act	ATG4B inh	APOBEC3A inh	HKDC1 inh
CS(=O)(=O)N1CCN(c2nnc(-c3ccccc3)c3ccccc23)CC1	0.94	2	6	4	0.98	-4	-1	-1
CNC(=O)N(O)C1N(c2ccccc2)C(=S)SC1(C)C (configuration not stated)	0.93	-4	7	-15	1	-1	-3	-7
NNC(=O)c1nc[nH]c1C(=O)Nc1ccccn1	2*	6	-102	-14	0.94	-4	-1	-10
Cc1ccc(CNC(=O)COc2ccc(S(=O)(=O)N3CCCC3)cc2)cc1	1.2	-6	-16	-11	1.1	4	2	4
COc1ccccc1CNC(=O)C/C(C)=N/NC(=O)Cc1ccc(Cl)cc1	0.99	10	1	-13	0.9	-4	-2	-2
CCOC(=O)C1=C(c2ccccc2)NC(=S)NC1c1ccc(C)c([N+](=O)[O-])c1 (configuration not stated)	0.83	7	17	40	0.93	4	-4	-5
COC(=O)C(C)n1cnc2c(nnn2-c2ccccc2)c1=O (configuration not stated)	1.1	-3	-14	1	1	-6	2	-2
CCC(C(=O)NC(C)CCc1ccccc1)n1nc(C)n2c(cc3occc32)c1=O (configuration not stated)	0.92	12	8	-1	0.88	0	3	-4
OC(CCCN1CCC(O)(c2ccc(Cl)cc2)CC1)c1ccc(F)cc1 (configuration not stated)	0.88	-8	12	13	1.1	3	-1	-7
S=C(Nc1ccccc1Cl)N1CCCC1	1.2	-4	-22	-3	1	-6	-6	-7
CCOC(=O)C1=C(C)Nc2ccc(C)cc2S1	1	-2	-4	33	1	-5	-4	0
O=S1(=O)CCN(C(CCO)c2cccc(C(F)(F)F)c2)CC1 (configuration not stated)	0.99	-2	1	4	1	-7	1	-6
Cc1ccc(NC(=O)c2cc(-c3ccco3)on2)cc1	1.1	3	-5	3	0.97	-4	0	9
CCOC(=O)c1c(C2CC2)csc1NC(=O)COC(=O)c1cc(OC)c(OC)cc1[N+](=O)[O-]	1	7	-1	12	0.93	-16	-1	-6
O=C(NCCc1ccco1)C(=O)NCC1OCCCN1S(=O)(=O)c1ccccc1 (configuration not stated)	1.1	1	-9	0	0.99	-6	-2	-3
CCc1cc2c(SCC(=O)c3ccc(C)cc3)ncnc2s1	0.83	13	17	-4	0.87	-1	-1	-2
CN(C)S(=O)(=O)N1CCC(Oc2ccc(C(=O)NC3Cc4ccccc4C3)cc2)CC1	0.98	-10	2	10	1.1	6	-5	-2
COCCn1c(N)c(S(=O)(=O)c2cccs2)c2nc3ccccc3nc21	0.86	1	14	-13	0.99	-1	2	4
O=C(CCCN1C(=O)c2ccccc2C1=O)Nc1nncs1	1	2	-4	-4	0.97	3	-2	-6
CCOc1cc(C(=O)N(C)CC(=O)Nc2cccc(F)c2)ccc1OCC(=O)N1CCCCC1	1.1	-7	-5	-6	1.1	-9	-1	-10
O=C(Nc1cc(Cl)ccc1-n1cncn1)c1cccs1	1.2	2	-16	3	0.98	0	14	-9
Cn1c(=O)c2c(nc(SCCNS(=O)(=O)c3ccccc3)n2C)n(C)c1=O	0.86	0	14	5	1	6	-4	5
COc1ccc2oc(=O)c(-c3csc(Nc4cccc(O)c4)n3)cc2c1	0.93	24	8	28	0.76	38	5	-11
CC(CCc1ccco1)NC(=O)CCc1nnc2ccc(NCc3ccccc3)nn12 (configuration not stated)	1.1	-7	-5	4	1.1	-8	0	-4
Cc1c2cnn(CC(=O)NC3CCCC3)c(=O)c2c(C)n1Cc1ccccc1	1.1	0	-7	-16	1	-3	-3	-6
O=C(NCC1CCCN1S(=O)(=O)c1cccs1)C(=O)Nc1ccc(F)cc1 (configuration not stated)	0.91	2	9	-6	0.98	-8	0	1
Cc1ccc(/C=N/NC(=O)CSc2nc3ccccc3n2C)s1	1	-8	-4	117*	1.1	-11	-5	-1
CC(=O)OCC1OC(OC(C)=O)C(NC(=O)Cc2ccccc2)C(OC(C)=O)C1OC(C)=O (configuration not stated)	1.1	7	-7	3	0.93	6	2	-12
CC(C)Cn1c(=O)c2ccccc2n2c(CCC(=O)O)nnc12	0.97	4	3	2	0.96	3	2	-3
CC(OC(=O)CCCC(=O)Nc1ccc(F)cc1)C(=O)c1ccccc1 (configuration not stated)	1	5	-2	6	0.95	4	0	-3

3 entries out of the list, ordered by length of the SMILES, falling:
SMILES	hIAP act	mIAP block	hIAP inh	PfGluPho inh	mIAP act	ATG4B inh	APOBEC3A inh	HKDC1 inh
Cc1c2cnn(CC(=O)NC3CCCC3)c(=O)c2c(C)n1Cc1ccccc1	1.1	0	-7	-16	1	-3	-3	-6
COCCn1c(N)c(S(=O)(=O)c2cccs2)c2nc3ccccc3nc21	0.86	1	14	-13	0.99	-1	2	4
O=C(CCCN1C(=O)c2ccccc2C1=O)Nc1nncs1	1	2	-4	-4	0.97	3	-2	-6

More results
SMILES	hIAP act	mIAP block	hIAP inh	PfGluPho inh	mIAP act	ATG4B inh	APOBEC3A inh	HKDC1 inh
O=C(CCCN1CCC(c2ccccc2)C1)c1ccc2c(c1)OCCO2 (configuration not stated)	0.98	5	2	-10	0.95	3	9	-11
O=C(Nc1cccn(Cc2c(F)cccc2Cl)c1=O)NC1CCCCC1	1	-7	0	19	1.1	12	-1	-6
Cc1ccc(OCC(=O)N2CCc3ccccc32)c([N+](=O)[O-])n1	1.1	-3	-5	5	1	6	0	1
CNC(=S)NN(c1ccccc1)c1ccccc1	1.1	1	-5	-18	0.99	-3	-2	-8
CCC(c1nnnn1CS(=O)(=O)c1ccc(C)cc1)N1CCC(C(N)=O)CC1 (configuration not stated)	1	-2	-4	2	1	-4	1	-1
CCN1C(=O)CC(N2CCC(C(=O)N3CCOCC3)CC2)C1=O (configuration not stated)	0.83	-3	17	-12	1	-6	0	-7
COc1ccc(N2CC(C(=O)Nc3nc4ccc(OC)cc4s3)CC2=O)cc1 (configuration not stated)	1.1	-2	-7	-10	1	-11	3	-1
Cc1ccccc1NC(=O)c1c([N+](=O)[O-])cnn1C	0.8	-2	20	2	1	-2	4	-9
Cc1ccccc1CSc1nnc(NC(=O)C2COc3ccccc3O2)s1 (configuration not stated)	0.97	8	3	-39	0.92	49*	0	-3
O=C(c1nc2ccc(Cl)cn2c1CNCCc1cnccn1)N1CCCCCCC1	1.2	3	-18	0	0.97	27	0	0
CCOc1ccc(C2SCC(=O)N2c2c(C)n(C)n(-c3ccccc3)c2=O)cc1 (configuration not stated)	0.97	-3	3	-1	1	-8	3	4
CCN(CC)C(=O)Oc1ccc(NC(C)=O)cc1	1.1	1	-13	-1	0.99	-4	0	-7
N=C(N)N1CCN(Cc2ccccc2)CC1	0.85	1	15	·	0.99	·	1	·
COCCNc1nc(Cl)c(C#N)s1	1.1	3	-7	-10	0.97	-4	1	-10
CCCS(=O)(=O)c1c(S(=O)(=O)CCC)c2cnccn2c1C(=O)c1ccc(OC)cc1	1.3	1	-32	-8	0.99	-4	7	0
OC1(C#CCN2CCCC2)CCCCC1	0.84	-4	16	-7	1	-5	-1	3
O=C(COc1ccccc1)NCC(=O)Nc1ccc(S(=O)(=O)NCc2ccco2)cc1	0.99	3	1	33	0.97	-12	-1	-1
O=C(COn1nnc2ccc(S(=O)(=O)N3CCOCC3)cc21)NCCc1ccccc1	0.94	-2	6	-31	1	0	-2	1
CCOC(=O)CNC(=O)c1nn(-c2ccc(OCC)cc2)c(=O)c2ccccc12	0.94	-4	6	-1	1	3	2	-3
CSS(=O)(=O)c1cccc2cccnc12	0.99	0	1	47	1	-4	1	3
CC(C)[C@@H]1COC(c2cccc(C3=N[C@H](C(C)C)CO3)n2)=N1	0.86	-5	14	1	1	-9	-2	-1
Cc1cc(-c2ccc(C)c(S(=O)(=O)NCC3CCN(Cc4ccc(F)cc4)CC3)c2)on1	1.1	4	-6	-7	0.96	-14	-5	1
CC(OC(=O)CCCOc1ccccc1)C(=O)NC(N)=O (configuration not stated)	1	9	0	-11	0.91	1	3	0
Cc1ccc(N(CC(=O)N2CCOCC2)S(C)(=O)=O)cc1Cl	1	-5	-3	-3	1.1	0	-6	-6
O=C(COc1ccccc1[N+](=O)[O-])OC1CCS(=O)(=O)C1 (configuration not stated)	1.1	10	-7	23	0.91	-1	2	-15
Cc1ccc(S(=O)(=O)N2CCCN(S(=O)(=O)c3ccc4ccccc4c3)CC2)cc1	0.86	-6	14	11	1.1	-12	1	-9
O=C(O)c1ccc(COc2ccc3ccccc3c2)o1	1.1	-4	-8	-18	1	-4	-2	-1
COc1ccc(Nc2nc(C(C)(C)C)nc3c2nnn3Cc2ccccc2Cl)cc1OC	0.94	1	6	21	0.99	-4	-2	0
Cc1cc(C(F)(F)F)n(-c2nc(C(=O)Nc3cccnc3)cs2)n1	0.99	0	1	-3	1	3	0	-4
Cc1cc2cc(C)c3nnc(SCC(=O)NCc4ccco4)n3c2cc1C	0.93	-7	7	16	1.1	-6	-2	27

Quoted at random: six entries already listed
SMILES	hIAP act	mIAP block	hIAP inh	PfGluPho inh	mIAP act	ATG4B inh	APOBEC3A inh	HKDC1 inh
Cc1ccc(S(=O)(=O)N2CCCN(S(=O)(=O)c3ccc4ccccc4c3)CC2)cc1	0.86	-6	14	11	1.1	-12	1	-9
Cc1cc2cc(C)c3nnc(SCC(=O)NCc4ccco4)n3c2cc1C	0.93	-7	7	16	1.1	-6	-2	27
O=C(COn1nnc2ccc(S(=O)(=O)N3CCOCC3)cc21)NCCc1ccccc1	0.94	-2	6	-31	1	0	-2	1
CC(OC(=O)CCCOc1ccccc1)C(=O)NC(N)=O (configuration not stated)	1	9	0	-11	0.91	1	3	0
CSS(=O)(=O)c1cccc2cccnc12	0.99	0	1	47	1	-4	1	3
Cc1cc(-c2ccc(C)c(S(=O)(=O)NCC3CCN(Cc4ccc(F)cc4)CC3)c2)on1	1.1	4	-6	-7	0.96	-14	-5	1

(next part)
SMILES	hIAP act	mIAP block	hIAP inh	PfGluPho inh	mIAP act	ATG4B inh	APOBEC3A inh	HKDC1 inh
CC(=O)N1CCc2cc(S(=O)(=O)NC(Cc3ccccc3)C(=O)NC3CCCCCC3)ccc21 (configuration not stated)	0.96	-15	4	3	1.2	-21	-1	-9
CCC(CO)Oc1cc(NC(=O)c2ccccc2Cl)c2ncn(C(C)C)c2c1 (configuration not stated)	1.1	-16	-6	12	1.2	-6	0	6
O=C(CSc1nnc2ccccn12)Nc1ncc(Cl)cc1Cl	0.9	3	10	-9	0.97	1	-1	-9
CCOc1ccccc1CN1CCN(Cc2ccc(C)o2)CC1CCO (configuration not stated)	1.2	-3	-18	11	1	-7	-1	-11
CC(C)NC(=O)C(=O)NNC(=O)C12CC3CC(CC(C3)C1)C2	0.99	-5	1	-2	1.1	-1	-5	-9
CC(NC1CCCCC1)C(=O)NN=C(c1ccccc1)c1ccccc1 (configuration not stated)	1	1	-1	-3	0.99	35	-2	-4
O=C(NC1CCS(=O)(=O)C1)OC1CCCCC1 (configuration not stated)	0.99	1	1	-14	0.99	2	-1	-8
Cc1c(CCC(=O)N2CCC(C(=O)NCCCCCC(=O)O)CC2)c(=O)oc2cc3oc4c(c3cc12)CCCC4	1.2	4	-18	1	0.96	4	-5	1
COc1ccccc1OCCOCCOc1ccc(C)cc1Br	1	6	-4	40	0.94	-15	-2	-4
CCOc1ccc(OCc2cccc(C(=O)N/N=C/c3cccnc3)c2)cc1	1	-1	0	-1	1	-8	-1	2
CCN(c1ccccc1)S(=O)(=O)c1ccc(Oc2ccccc2C(C)=O)nc1	1	-10	-4	-6	1.1	-6	-2	-4
CCCn1nnc(NC(=O)c2cccnc2Cl)n1	1.1	-2	-9	-13	1	4	2	-4
O=C(c1cccnc1)N1CCCC(Nc2ccc(F)cc2)C1 (configuration not stated)	1.1	-1	-7	14	1	9	-1	-2
COc1ccc(C)cc1NC(=O)CN1CCN(S(=O)(=O)c2ccc(F)cc2)CC1	0.89	-6	11	-4	1.1	-12	1	-8

High-throughput results deposited in PubChem BioAssay by Sanford-Burnham Center for Chemical Genomics.
